Assay outcomes: PubChem, Broad Institute
CD40 NFkB inh: inhibitors of CD40-induced NF-kB signaling, primary screen, BL2 cells, luciferase reporter, single point; CD40L-induced, 4 h; actives 0.94% (n = 83,000); inhibition, % at 10 µM; AID 1053188, 2014;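 active = mean inhibition of at least 50% with a set share of replicates also reaching that level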;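 also: 0% = neutral control wells and 100% = IKK inhibitor VII at 50 µM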
Starred values were filed as active, the others as inactive; [ ] = another dose, or the depositor's remark.

SMILES	CD40 NFkB inh
CC(C)NC(=O)N1CCCCN2[C@H](CO)[C@@H](c3ccc(Br)cc3)[C@@H]2C1	-3.8[25 µM]
O=C(c1cccc(F)c1)N1CCCCN2[C@@H](CO)[C@H](c3ccc(C#CC4(O)CCCC4)cc3)[C@@H]2C1	1.4[25 µM]
C[C@@H]1CN([C@@H](C)CO)C(=O)c2ccccc2-c2ccccc2CO[C@@H]1CN(C)S(=O)(=O)CC(F)(F)F	0.2[25 µM]
COc1cccc(C(=O)Nc2ccc3c(c2)C(=O)N(C)C[C@@H](OC)[C@H](C)CN(C(=O)C2CCC2)[C@H](C)CO3)c1	2.8
CN1c2ccc(-c3ccccc3)cc2[C@H]2[C@H](CCN2C(=O)c2cccc(F)c2)[C@H]1CO	4.6
O=C(C[n+]1ccccc1)Nc1nc2ccccc2s1	9.4
COc1ccc(OCCOC(=O)CNC(=O)c2ccc(Cl)cc2Cl)cc1	-2.7
C[C@H](CO)N1C[C@H](C)[C@@H](CN(C)S(C)(=O)=O)Oc2ccc(NC(=O)NC3CCCCC3)cc2C1=O	3.5[25 µM]
CCN1CCN(c2ccc(NC(=O)c3cccnc3)cc2Cl)CC1	11.6
CCC(=O)N1CC[C@H]2[C@@H]1c1cc(-c3ccc(C#N)cc3)ccc1N(C)[C@H]2CO	1.7[25 µM]
CC(=O)c1cc(-c2ccccc2)n(CC(=O)NCc2cccs2)c1C	53.7*
COc1cccc(CN(C)C(=O)c2cccc(S(=O)(=O)N3CCN(c4ccccc4)CC3)c2)c1OC	2.8
C[C@@H](NC(=O)C[C@H]1CC[C@@H]2[C@H](COC[C@@H](O)CN2C(=O)Nc2cccc(Cl)c2)O1)c1ccccc1	1.5[25 µM]
O=C(COC(=O)c1cc(Br)ccc1O)NCC1CCCO1 (stereo not given)	-2.1
N#Cc1ccsc1NC(=O)C1CCCN1S(=O)(=O)c1cccs1 (stereo not given)	-1.6
C[C@H]1CN([C@@H](C)CO)C(=O)CCCn2nncc2CO[C@@H]1CN(C)S(C)(=O)=O	3.3[25 µM]
Cc1ccc(C(=O)NCCN(C)C)c(C)c1	5.2
c1ccc(CN(Cc2ccco2)C(c2ccncc2)c2nnnn2C2CCCC2)cc1 (stereo not given)	8.5
CS(=O)(=O)NCCSCc1ccc(Cl)cc1	8.4
COC(=O)CNC(=O)COC(=O)c1cc(Cl)cc(Cl)c1N	8.8
C[C@@H]1CN([C@@H](C)CO)C(=O)c2cc(NS(C)(=O)=O)ccc2O[C@@H]1CN(C)CC1CC1	-4.2
O=C(C[C@@H]1C[C@H]2c3cc(NC(=O)Nc4ccccc4)ccc3O[C@H]2[C@H](CO)O1)NCc1ccccc1	-6.7[25 µM]
COc1ccc(C(CNC(=O)CNC(=O)c2cccc(Cl)c2)N2CCCC2)cc1 (stereo not given)	-3.1
O=C(COc1ccccc1C(=O)c1cnn(-c2ccccc2)c1)Nc1ccccc1	-101.2
c1ccc2c(c1)OC1OC2Oc2ccccc21	6.4
O=C(NC12CC3CC(CC(C3)C1)C2)N1CCN(C2CCCCC2)CC1	15.4
CNc1cc(-n2nc(C)cc2-c2ccccc2)ncn1	6.8
CCC(C)n1ncn(-c2ccc(N3CCN(c4ccc(OC)cc4)CC3)cc2)c1=O (stereo not given)	6.4
CCc1noc(C)c1C(=O)Nc1cc(S(=O)(=O)N(CC)CC)ccc1N1CCCC1	12.7
Cn1c(=O)c2c(ncn2CC(=O)OCC(=O)NCCc2ccccc2)n(C)c1=O	4.4
O=C(CNC(=O)c1ccco1)OCc1ccc(C(=O)Oc2ccccc2)cc1	-6.1
Cc1ccc(SCc2nc3ccccc3[nH]2)cc1	-65.7
Nc1c2c(nc3ccccc13)N(C1CCCCC1)CC2	-2.7
O=C(CN1C(=O)NC2(CCCC2)C1=O)NCCc1ccc(Cl)cc1Cl	9.7
Cc1ccc(-c2nnc3sc(CCc4ccccc4)nn23)cc1	-28.1
O=C(Nc1ccccn1)C1CCN(S(=O)(=O)c2ccc3c(c2)OCCCO3)CC1	2.8
COc1ccc(NC(=O)Nc2cccc3c2O[C@@H](CN(C)Cc2ccc(C(=O)O)cc2)[C@@H](C)CN([C@H](C)CO)C3=O)cc1	0.6[25 µM]
COc1ccccc1CN(C)S(=O)(=O)c1cccs1	-9.7
COc1ccc(CCN2CC(C(=O)NCc3ccon3)CCC2=O)cc1 (stereo not given)	1.6
Nc1nnnn1/N=C/C(Br)=C/c1ccccc1	-0.8

In a second layout: 4 of the compounds above.
Structure,CD40 NFkB inh
CNc1cc(-n2nc(C)cc2-c2ccccc2)ncn1,6.8
O=C(CN1C(=O)NC2(CCCC2)C1=O)NCCc1ccc(Cl)cc1Cl,9.7
C[C@@H]1CN([C@@H](C)CO)C(=O)c2cc(NS(C)(=O)=O)ccc2O[C@@H]1CN(C)CC1CC1,-4.2
CCc1noc(C)c1C(=O)Nc1cc(S(=O)(=O)N(CC)CC)ccc1N1CCCC1,12.7

The listing continues.
SMILES	CD40 NFkB inh
Cc1ccc(CN(C)C[C@@H]2OCc3cnnn3CCCC(=O)N([C@H](C)CO)C[C@@H]2C)cc1	2.6
CCS(=O)(=O)N1CCC(c2nc(-c3ccc(C)cc3)no2)CC1	-45.9
CCCC#Cc1ccc([C@H]2[C@H](C#N)N(C(=O)C3CCC3)[C@H]2CO)cc1	-5.6
Cc1noc(C)c1C(=O)OCC(=O)NC1CC1	5.9
CC(NC(=O)C12CC3(C)CC(C)(CC(C)(C3)C1)C2)C(=O)O (stereo not given)	9.0
C[C@@H]1CN([C@H](C)CO)C(=O)c2c(c3ccccc3n2C)-c2ccccc2CO[C@@H]1CN(C)S(=O)(=O)c1cccs1	-3.7[25 µM]
CCOC(=O)C1=C(COC(=O)c2ccc(C)c(S(=O)(=O)N3CCOCC3)c2)NC(=O)NC1C (stereo not given)	8.3
CN1[C@@H]2c3ccc(-c4ccc(F)cc4)c(=O)n3C[C@@H]2[C@@H](CO)[C@@H]1C(=O)NCc1ccccn1	-6.9[25 µM]
CN(C)c1ccc(C=c2c3cc([N+](=O)[O-])ccc3n3c2cc(-c2ccccc2)[n+]3C)cc1	90.6*
O=C1CC(O)C(Cc2ccccc2)N1 (stereo not given)	5.8
COC(=O)c1c(C)[nH]c(C(=O)C(C)OC(=O)c2cnc(C)cn2)c1C (stereo not given)	1.7
O=C(c1cnccn1)N1CC(=O)N2[C@@H](CO)[C@@H](c3ccc(C#CC4CC4)cc3)[C@@H]2C1	-10.8[25 µM]
Fc1cccc(Cc2noc(CN3CCN(c4cnccn4)CC3)n2)c1	1.6
OC[C@@H]1[C@H](c2ccc(C3=CCCC3)cc2)[C@@H](CNC2CCCC2)N1CC1CC1	-20.5[25 µM]
CCOc1ccc(NS(=O)(=O)c2cc(C(=O)N3CCN(c4ccccc4O)CC3)ccc2Cl)cc1	-0.7
OC(CSc1ccc(F)cc1)CN1CCN(c2ccccc2)CC1 (stereo not given)	10.3
COc1ccc(CNC(=O)C[C@@H]2CC[C@@H](NC(=O)CN(C)C)[C@H](CO)O2)cc1	0.0[25 µM]
COc1ccc(CNC(=O)CCc2ccc(S(=O)(=O)N3CCCCCC3)cc2)cc1OC	8.7
COc1cc(OC)cc(C(=O)NNC(=O)CCNC(=O)c2ccc(Br)cc2)c1	14.3
O=C(Nc1ccccc1-c1nc2ccccc2s1)c1ccco1	-10.3
COc1cccc(CNc2cccc(C(F)(F)F)c2)c1O	-2.2
c1ccc(C(c2ccccc2)c2nc(-c3cccnc3)no2)cc1	21.1
Cc1ccc2c(c1)c1c(n2C)C(=O)CCC1	-6.4
N#C[C@H]1[C@@H](c2ccc(-c3cccc(F)c3)cc2)[C@@H](CO)N1C(=O)NC1CCCCC1	10.7
O=C(C[C@H]1CC[C@H]2[C@@H](COC[C@@H](O)CN2C(=O)c2cccnc2)O1)NCC1CC1	-3.4[25 µM]
CCOC(=O)c1cc(C#N)c(N2CCN(C)CC2)nc1-c1ccccc1	0.0
c1ccc(CN2CCN(c3nc4ccccc4n4cnnc34)CC2)cc1	-18.1
OC[C@@H]1CCCN1Cc1cn(-c2ccccc2)nc1-c1ccc2c(c1)OCO2	-16.4
O=C(NCc1cccs1)c1cc(-c2ccccn2)nc2ccc(Br)cc12	0.7
COCCNC(=O)C[C@@H]1C[C@H]2c3cc(NC(=O)CN(C)C)ccc3O[C@H]2[C@@H](CO)O1	1.7[25 µM]
O=C(C[C@H]1C[C@H]2c3cc(NC(=O)C4CCC4)ccc3O[C@H]2[C@H](CO)O1)NC1CCCC1	-9.3[25 µM]
CCN(CC)c1ccc(/C=N/NC(=O)CNC(=O)c2cccnc2)cc1	-4.1
Cc1cc(C)c2c(CC(=O)NC(C)C)coc2c1	3.7
CC=Cc1ccc2n(c1=O)C[C@H]1[C@H](CO)[C@@H](C(=O)NC3CCCCC3)N(C(=O)C3CC3)[C@@H]21 (mixture of isomers)	0.7[25 µM]
Cc1onc(-c2ccccc2)c1C(=O)NC(C)C1CCCO1 (stereo not given)	8.3
COc1ccc(S(=O)(=O)Nc2ccc3c(c2)[C@H]2C[C@H](CC(=O)N(C)C)O[C@H](CO)[C@H]2O3)cc1	3.2[25 µM]
CCOC(=O)N(C)C[C@H]1OCc2ccccc2-c2ccccc2C(=O)N([C@H](C)CO)C[C@H]1C	-7.0
c1csc(Cn2c(-c3cccs3)nc3ccccc32)c1	-6.9
O=C(CCc1nc(-c2ccccn2)no1)NCc1ccc2c(c1)OCO2	-0.1
CC12CC3(C)CC(C)(C1)CC(C(N)=O)(C2)C3	14.9

Reformatted with bars between the fields: 3 of the compounds above
smiles | CD40 NFkB inh
O=C(C[C@H]1CC[C@H]2[C@@H](COC[C@@H](O)CN2C(=O)c2cccnc2)O1)NCC1CC1 | -3.4[25 µM]
CCN(CC)c1ccc(/C=N/NC(=O)CNC(=O)c2cccnc2)cc1 | -4.1
CCOC(=O)c1cc(C#N)c(N2CCN(C)CC2)nc1-c1ccccc1 | 0.0

Next part:
SMILES	CD40 NFkB inh
C[C@@H]1CN([C@H](C)CO)C(=O)CCCn2nncc2CO[C@H]1CN(C)Cc1cccnc1	4.9[25 µM]
COc1ccc(C(=O)Nc2ccc3c(c2)nc(CN2CCCC2)n3C)cc1	-33.3
COc1ccccc1NC(=O)Nc1ccc(N2CCOCC2)cc1	-86.9
CN(C)C(=O)c1ccc(-c2ccc(C3[C@@H]4CN(C(=O)C5CCCCC5)C[C@H]3N4)cc2)cc1 (stereo not given in full)	1.2
C[C@@H](NC(=O)C[C@@H]1CC[C@@H]2[C@H](COC[C@H](O)CN2Cc2ccc(C(F)(F)F)cc2)O1)c1ccccc1	-0.9[25 µM]
CN1c2ccc(Br)cc2[C@H]2[C@H](CCN2C(=O)c2ccc(F)cc2)[C@H]1CO	-12.1[25 µM]
CN(C)C(=O)CN(c1ccc2c(c1)OCO2)S(C)(=O)=O	3.8
Cc1nn(C2CCS(=O)(=O)C2)c(C)c1CN(C)C(=O)c1ccccc1 (stereo not given)	11.6
COc1ccc(C(CNC(=O)COc2ccccc2-c2ccccc2)N2CCOCC2)cc1 (stereo not given)	18.1
O=C(N/N=C/c1ccc(Cl)cc1)C1CC12CCC2 (stereo not given)	-82.5
Cc1cccc(CN2CCN(c3nc4nonc4nc3NC3CC3)CC2)c1	-24.0
C(=C/c1ccnc2nc(SC/C=C/c3ccccc3)nn12)/c1ccccc1	-44.6
COc1ccc(OCCN2CCC(C(=O)NC(c3ccc(Cl)cc3)c3cccnc3)CC2)cc1 (stereo not given)	-1.1
CN(CC(=O)Nc1ccc(F)cc1)C(=O)c1cc([N+](=O)[O-])ccc1N1CCOCC1	2.7
CN(C)CC(=O)N1[C@@H](C#N)[C@@H](c2ccc(C#CC3CCCC3)cc2)[C@@H]1CO	-7.8
Cc1ccccc1/C=C/C(=O)N1CCOCC1	-26.1
O=C(C1CCCC1)N1[C@H](CO)[C@@H]2c3ccccc3N(S(=O)(=O)c3ccc(F)cc3)C[C@@H]21	3.7
CNC[C@@H]1OCCCC[C@H](C)Oc2ccc(NC(=O)Nc3ccc(OC)cc3)cc2C(=O)N([C@H](C)CO)C[C@@H]1C	-26.0[25 µM]
CCCN(/C=N/c1sc2c(c1C#N)CCCCC2)CCC	-11.9
Cc1c(CNC(=O)c2cnn3c2NC(c2ccccc2)CC3C(F)(F)F)cnn1C (stereo not given)	11.1
COc1cccc(C(=O)NCCS(=O)(=O)NCc2ccccn2)c1	6.7
O=C(NC1CCCC1)N[C@H]1C=C[C@@H](CC(=O)N2CCOCC2)O[C@H]1CO	-15.8[25 µM]
O=S(=O)(c1ccccc1)c1nc(-c2ccco2)oc1NCc1ccco1	-2.1
CN(Cc1ccccc1)c1ccc(S(=O)(=O)N2CCOCC2)cn1	7.3
CCCN1C(=O)c2cc(C(=O)O)ccc2C1O (stereo not given)	11.9
O=C(NCc1ccccn1)c1cccc(S(=O)(=O)N2CCCCC2)c1	-3.8
O=C(NC1CCCC1)c1ccccc1-c1nc2ccccc2[nH]1	6.9
COc1cccc(-c2ccc3nnc(SCC(=O)N4CCCC4)n3n2)c1	-6.0
COc1ccccc1C#Cc1ccc([C@@H]2[C@@H](C#N)N(C(=O)C3CCC3)[C@@H]2CO)cc1	4.6[25 µM]
O=C(OCC(=O)N1CCc2ccccc21)C1CCCN1S(=O)(=O)c1ccc(Cl)cc1 (stereo not given)	5.6
O=C(Cc1cccs1)Nc1nc2c(ccc3ccccc32)s1	-40.5
COC(=O)c1ccc(NC(=O)Cn2nnc3ccccc32)cc1	-71.0
O=C(NNCc1ccccc1)c1ccccc1	9.4
Cc1ccc2c(Cl)cc(Cl)c(OCC(=O)N3CCCC3)c2n1	10.8
CN1CCN(c2ccc(NC(=O)COc3cccc4ccccc34)cc2)CC1	-17.8
CC(C)CN1C(=O)C(=Nc2cccnc2)c2ccccc21	10.8
COc1ccc(Cl)cc1C(=O)NNC(=O)c1cccs1	-49.5
O=C(C[C@@H]1C=C[C@H](NS(=O)(=O)c2ccccc2)[C@@H](CO)O1)NCCN1CCCCC1	-8.2[25 µM]
Cc1ccc(S(=O)(=O)N(C)c2ccc(OCC(=O)N3CCCCC3)cc2)cc1	6.3

Shown as a hit in CD40 NFkB inh, of those listed so far:
SMILES	CD40 NFkB inh
CC(=O)c1cc(-c2ccccc2)n(CC(=O)NCc2cccs2)c1C	53.7*
CN(C)c1ccc(C=c2c3cc([N+](=O)[O-])ccc3n3c2cc(-c2ccccc2)[n+]3C)cc1	90.6*

This is a subset; count on the stated rates, not on these rows.
